# Compound activity as filed in PubChem.
# Hsp70 activator: Hsp70 transcriptional activators, primary screen, cell-based, HeLa, Hsp70 promoter luciferase, luminescence, 10 µM; activation, % at 10 µM; hit rate 0.04% among 200,000; HeLa Hsp70 promoter luciferase reporter; scaled: vehicle 0, proteasome-inhibitor control 100%;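 active means activation above the mean across all tested compounds plus 3 SD, cutoff set per campaign, cut at about 5.5% in these data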;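 further: 100% = MG132 at 30 µM as the positive control and 0% = DMSO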
# DTT redox prof: compounds producing H2O2 with reducing agent – biochemical, NIH compound library profiling, artefact control for MLSCN library redox annotation, primary screen | DTT-dependent redox cycling H2O2, phenol red/HRP absorbance; 100% = 100 µM peroxide control, 0% = buffer | activation, % at 10 µM | hit rate 0.03% among 200,000;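 active means activation of at least 50% relative to the plate's high and low controls in the primary single-dose screen; inactive means activation below 50%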;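 further: compound incubated with DTT at 0.8 mM final as the reducing agent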
# PMI act satM6P: human PMI activators, high substrate, primary screen, biochemical, fluorescence intensity, near-saturating mannose 6-phosphate; AID 1216, 2008; hit rate 0.34% among 190,000; activation factor at 20 µM; coupled PMI enzyme assay, resazurin fluorescence, 20 min; stronger effect = higher value; 1 = untreated enzyme, 0 = substrate-free blank;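 active means activation factor of 2 or more at 20 µM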
#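 test system = human PMI in coupled enzyme assay | medium = HEPES-buffered pH 7.4 with magnesium and detergent | also added = 1.0 mM mannose-6-phosphate substrate with 0.22 mM NADP+ | compound = 20 µM single dose | times = 20 min incubation at room temperature | measured by = resorufin fluorescence (Ex 544/Em 590 nm) from resazurin via diaphorase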
# Diaphorase inh: diaphorase inhibitors and chemical oxidizers, primary screen, counter-screen for diaphorase-coupled primary assays, biochemical, uHTS, resorufin fluorescence | diaphorase resazurin-to-resorufin fluorescence, NADH, 16 min; bacterial (C. kluyveri) enzyme, not human | inhibition, % at 20 µM | hit rate 0.69% among 190,000 | AID 1217, 2008;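 active means primary screen inhibition at 20 µM above a set limit, cut at about 50% in these data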;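 further: plate controls were DMSO with full reaction for no effect and wells lacking NADH for full effect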
#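 System: Bacterial diaphorase enzyme (C. kluyveri) | Incubation: 16-min room-temperature incubation before reading | Benchmarks: No-NADH positive control and DMSO neutral control | Measured by: Resorufin fluorescence 544/590 nm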
# L major viab: Leishmania major promastigote growth inhibition, primary screen | Leishmania major promastigotes, resazurin fluorescence viability | inhibition, % at 10 µM | hit rate 9% among 200,000 | AID 1063, 2008;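 further: promastigotes grown with compound for 44 hours at 28 °C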
# S1P3 antag: S1P3 receptor antagonists, primary screen, cell-based; Sphingosine 1-phosphate receptor 3 (Homo sapiens), Q99500; CHO S1P3 NFAT-BLA reporter, FRET fluorescence, antagonist mode; inhibition, % at 4.98 µM; hit rate 0.27% among 170,000;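 active means inhibition above the plate cutoff, the mean inhibition of test wells on that plate plus 3 SD, cut at about 28% in these data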;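 further: cells challenged with S1P at its EC80 of 0.8 µM; blue over green emission ratio from cleaved BLA substrate after 4 h stimulation; 0% = S1P-stimulated wells and 100% = unstimulated DMSO-only wells; some compounds past the cut are filed as inactive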
# RAM network inh: inhibitors of the yeast RAM network, primary screen, dse1pr::URA3 reporter, 5-FOA selection; AID 868, 2007; hit rate 1.8% among 190,000; inhibition, % at 50 µM; S. cerevisiae dse1pr::URA3 reporter, 5-FOA growth OD615, 2 d; analog-sensitive cbk1-as2 kinase mutant strain;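 active means inhibition above a set limit, 3 SD over mean compound inhibition, cut at about 8.4% in these data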;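 further: 0% = DMSO-only wells with no growth and 100% = 10 µM 1-NA-PP1 full growth; inhibition rescues growth on 5-FOA so higher OD means more RAM inhibition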
# PMI act: activators of human PMI, primary screen, biochemical, fluorescence intensity, near-Km mannose 6-phosphate. Mannose-6-phosphate isomerase (Homo sapiens), P34949. purified human PMI, coupled resazurin fluorescence, 20 min; stronger effect = higher value; 1 = vehicle control, 0 substrate-free wells. activation factor at 20 µM. hit rate 0.005% among 190,000. AID 1214, 2008;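 active means activation factor of 2 or more at 20 µM, relative to plate controls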
# TLR4-MyD88 BLA: inhibitors of TLR4-MyD88 association in cells, primary screen, cell-based, HeLa CL3-4, BLA complementation, FRET ratio; hit rate 0.18% among 200,000; Toll-like receptor 4 (Homo sapiens) + Myeloid differentiation primary response protein …; inhibition, % at 8.4 µM; HeLa CL3-4 TLR4/MyD88 BLA complementation; AID 861, 2007; in the data active means inhibition above about 25%;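 further: 0% = vehicle and 100% = reference inhibitor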
# Target sequence (O00206 whole entry, looked up): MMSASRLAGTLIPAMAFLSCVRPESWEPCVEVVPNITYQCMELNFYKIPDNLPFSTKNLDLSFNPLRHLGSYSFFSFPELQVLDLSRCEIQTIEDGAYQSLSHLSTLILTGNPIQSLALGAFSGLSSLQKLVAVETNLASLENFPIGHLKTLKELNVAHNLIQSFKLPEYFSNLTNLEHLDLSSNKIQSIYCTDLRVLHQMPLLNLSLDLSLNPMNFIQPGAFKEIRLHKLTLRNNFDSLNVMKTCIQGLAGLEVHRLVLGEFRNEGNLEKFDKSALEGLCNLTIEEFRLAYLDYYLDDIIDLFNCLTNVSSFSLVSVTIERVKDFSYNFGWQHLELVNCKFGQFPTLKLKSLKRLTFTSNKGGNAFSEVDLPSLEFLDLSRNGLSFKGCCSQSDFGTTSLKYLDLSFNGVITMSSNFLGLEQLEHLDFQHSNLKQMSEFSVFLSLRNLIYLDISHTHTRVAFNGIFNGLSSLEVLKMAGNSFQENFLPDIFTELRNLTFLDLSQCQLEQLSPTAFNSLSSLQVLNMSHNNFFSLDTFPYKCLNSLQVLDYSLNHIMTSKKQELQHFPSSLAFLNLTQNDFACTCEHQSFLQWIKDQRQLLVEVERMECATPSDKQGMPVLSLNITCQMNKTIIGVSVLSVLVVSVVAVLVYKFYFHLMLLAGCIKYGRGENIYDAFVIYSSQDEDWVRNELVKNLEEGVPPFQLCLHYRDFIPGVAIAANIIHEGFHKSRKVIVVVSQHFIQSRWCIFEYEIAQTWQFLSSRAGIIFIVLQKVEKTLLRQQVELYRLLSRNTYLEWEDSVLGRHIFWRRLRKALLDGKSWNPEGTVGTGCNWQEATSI
# Target sequence (Q99836 whole entry, looked up): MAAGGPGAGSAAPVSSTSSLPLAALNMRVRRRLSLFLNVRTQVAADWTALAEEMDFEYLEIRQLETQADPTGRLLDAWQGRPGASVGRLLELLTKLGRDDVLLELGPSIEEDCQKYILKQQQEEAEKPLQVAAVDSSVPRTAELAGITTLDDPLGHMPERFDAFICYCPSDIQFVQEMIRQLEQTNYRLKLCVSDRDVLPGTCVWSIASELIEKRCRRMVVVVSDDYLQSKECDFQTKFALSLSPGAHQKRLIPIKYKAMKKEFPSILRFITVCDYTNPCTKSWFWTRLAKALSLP
# Diaph act CS: compounds boosting diaphorase resazurin reduction – biochemical, uHTS, resorufin fluorescence, counter-screen for diaphorase-coupled primary assays, primary screen; AID 1229, 2008; Diaphorase/resazurin coupled assay, 16 min; stronger effect = higher value; 1 = vehicle wells, 0 = NADH-free wells; hit rate 0.005% among 190,000; activation factor at 20 µM;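 active means diaphorase activity raised at least twofold by the compound at 20 µM; inactive means activation factor below 2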
#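 Test system: Clostridium kluyveri diaphorase, purified enzyme. Buffer or medium: 50 mM HEPES pH 7.4 buffer plus MgCl2 and Tween 20. Also added: 0.114 mM NADH and 0.1 mM resazurin, final amounts. Dosing: compound 20 µM once, DMSO 1%. Schedule: 16 min enzyme reaction, ambient temperature. Detection: fluorescence of resorufin, 544 nm excitation, 590 nm emission.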
# G6PDH CS: L. mesenteroides G6PDH inhibitors, counter-screen for G6PDH-coupled screening assays, biochemical, Leuconostoc mesenteroides enzyme. glucose-6-phosphate dehydrogenase [Leuconostoc mesenteroides]. Purified L. mesenteroides G6PDH, diaphorase/resazurin coupled fluorescence, 45 min. inhibition, % at 5 µM. hit rate 0.12% among 200,000. AID 1020, 2008
# Active calls of the source: *; · = no result given. Unless noted, no stated cut-off is given here; in the data, active means inhibition above about 50%; inactive means the rest.
SMILES,Hsp70 activator,DTT redox prof,PMI act satM6P,Diaphorase inh,L major viab,S1P3 antag,RAM network inh,PMI act,TLR4-MyD88 BLA,Diaph act CS,G6PDH CS
CCCCN(C)C(=O)c1nc2ccccn2c1CN(C)Cc1csc(C)n1,0.1,0.2,1,5,-4,-7,1.8,1,-1,0.9,1
Cc1cc(C(F)(F)F)c(C#N)c(Sc2ccccc2)n1,-0.1,2.0,1,2,1,·,10.0*,1,-5,1,29
O=C(N/N=C\c1cn[nH]c1-c1ccccc1)c1ccc([N+](=O)[O-])cc1,-0.3,-0.1,0.9,14,-5,8,-0.3,1,5,0.9,-5
COc1cc(C(c2sc3nc(C)nn3c2O)N2CCOCC2)cc(OC)c1OC (stereo unspecified),-0.3,-0.4,1.1,8,-8,-7,1.4,1.1,0,0.9,3
Cc1cc(NC(=O)CSc2nnc3ccccn23)no1,0.1,-1.6,1.1,0,2,5,3.6,1.1,-2,1,-3
O=C(COc1ccccc1)N1CCc2ccccc21,0.4,-0.4,1,17,9,-9,0.5,1,-4,0.8,-2
CCOC(=O)c1csc(NC(=O)CSc2nnnn2-c2cccc(OC)c2)n1,-0.2,1.3,0.9,17,7,·,2.7,0.9,0,0.8,-3
CCOC(=O)N1CCN(c2ccc(C(C)=O)cc2F)CC1,-0.3,3.7,1.2,-12,1,·,-0.7,1.2,-12,1.1,7
CCCCCOP(=O)(c1ccccc1)c1ccccc1,0.0,0.3,1,8,-2,12,-0.6,1,-14,0.9,-12
CCc1ccc(C(=O)Nc2nnn(CC)n2)cc1,-0.3,3.8,1,4,-6,-17,-1.1,1,9,1,11
Cc1onc(-c2ccccc2)c1C(=O)N/N=C/c1c[nH]c2ccccc12,-0.4,9.5,1,4,4,-47,0.3,0.9,-10,1,-4
COCCN(C(=O)CSc1nnc(Nc2ccccc2F)s1)c1c(N)n(Cc2ccccc2)c(=O)[nH]c1=O,0.0,0.0,1,4,1,·,-2.1,1,3,1,4
CC(C)NC(NC(=O)/C=C/c1ccccc1)C(Cl)(Cl)Cl (stereo unspecified),-0.4,0.0,1.1,18,15,-3,0.4,1,0,0.8,6
CCOc1ccc(-c2nc3n(c(=O)c2C#N)CCCS3)cc1,-0.2,-0.2,0.9,4,2,14,3.5,0.9,-2,1,10
CCOC(=O)N1CCC(NC(=O)C(C)n2c3ccccc3c3cnn(C)c(=O)c32)CC1 (stereo unspecified),-0.4,-0.7,1,6,-3,10,5.2,1,-9,0.9,20
CCNC(=O)NC(=O)C(C)OC(=O)c1oc2ccc(OCC)cc2c1C (stereo unspecified),-0.2,0.2,1,5,-6,·,1.0,0.9,11,0.9,7
CCCCOc1cccc(C(=O)NC(=S)Nc2cccc(C(F)(F)F)c2)c1,-0.1,-0.2,0.9,14,49,1,13*,0.8,-5,0.9,-7
O=C(O)c1ccc(NC2=C/C(=N/S(=O)(=O)c3ccccc3)c3ccccc3C2=O)cc1,-0.1,149*,1.3,-43,100*,18,5.4,1.7,-6,1.4,41
COc1cc(OC)c(C(=O)NCC(c2cccs2)N(C)C)cc1OC (stereo unspecified),0.1,0.3,1.1,5,-3,-31,0.4,1,1,1,-3
Cc1c(Cl)cccc1NC(=S)NCc1ccc2c(c1)OCO2,0.0,·,0.9,16,81*,-3,0.7,0.9,-5,0.8,-1
CCc1ccc2[nH]c(=O)c(CN(Cc3ccc(F)cc3)C(c3nnnn3CCN3CCOCC3)C(C)C)cc2c1 (stereo unspecified),0.0,0.3,1.2,4,-1,·,0.3,1.1,1,1,-2
CCOC(=O)c1c(NC(NC(C)=O)C(Cl)(Cl)Cl)sc2c1CCCC2 (stereo unspecified),-0.3,0.5,0.8,24,26,-12,3.7,0.8,-22,0.8,13
CCOC(=O)c1ccc(NC(=O)C(=O)NCc2ccccn2)cc1,-0.1,-0.6,0.9,14,-2,-6,0.8,0.9,-2,0.9,11
Cc1nn(Cc2nc(-c3cccs3)no2)c(C)c1Br,-0.3,-1.3,0.9,23,-5,7,3.2,1,-3,0.8,2
COc1cc(NS(=O)(=O)c2ccc(C)cc2)ccc1-n1cnnn1,0.0,1.6,0.9,21,1,-3,4.2,1,-10,0.8,2
O=C(CNC(=O)c1ccc(Oc2ccccc2)cc1)OC1CCCCC1=O (stereo unspecified),0.0,0.0,1,1,-6,·,-1.8,1.1,7,1,5
CN(C)CCCOC(=O)CCc1ccccc1,-0.3,2.8,1,16,-1,12,-0.9,0.9,1,0.8,-16
O=C(CNCC1CCCCC1)Nc1ccc(N2CCCCC2)cc1,0.0,-0.5,0.9,8,34,-6,0.5,1,0,0.9,-4
C=CCOc1ccc2ccccc2c1CNc1ncn[nH]1,-0.2,2.1,0.9,11,-1,-3,0.8,0.8,0,0.9,5
CC(C)C(C(=O)OCC(=O)c1ccc2c(c1)NC(=O)CO2)N1C(=O)c2ccccc2C1=O (stereo unspecified),-0.1,0.1,1,7,8,-31,3.7,0.9,-5,0.9,1
CC(c1nnc(SCC(=O)NC(=O)NCc2ccco2)n1-c1ccc(Cl)cc1)N(C)C (stereo unspecified),-0.3,0.0,0.9,25,7,10,-0.1,1,17,0.8,1
CCOCCCNc1nc2c(c(=O)[nH]c(=O)n2C)n1CCCc1ccccc1,-0.4,-0.3,0.9,9,-7,·,0.7,0.9,0,0.9,21
O=C(CCl)NC1CCCc2ccccc21 (stereo unspecified),-0.1,0.5,1,8,7,-1,0.6,1,-3,0.9,11
CC1=C(C(=O)OCc2ccccc2)C(/C=C/c2ccccc2)N2C(=O)CCSC2=N1 (stereo unspecified),-0.5,0.1,0.9,21,75*,2,4.0,0.9,-10,0.8,-6
O=C1C(=O)N(Cc2cccnc2)C(c2ccccn2)/C1=C(/O)c1ccc(Br)cc1 (stereo unspecified),-0.3,-1.3,1.1,7,-8,·,2.3,1.1,1,0.9,2
N#CC1=C(N)Oc2nc[nH]c(=O)c2C1c1cccs1 (stereo unspecified),0.1,-0.7,0.9,0,-3,-16,3.2,1,-14,1,6
NS(=O)(=O)c1ccc(NC(=O)c2ccc(-c3ccccc3)cc2)cc1,-0.1,-0.3,1,4,-2,-14,6.2,1.1,-5,1,3
O=S(=O)(c1ccccc1)N1CCN=C1SCc1cccnc1,-0.4,-0.2,1.1,-5,1,-7,-0.1,1.1,-1,1,5
Cc1ccc2oc(=O)c(/C=C(\O)c3sc(C)nc3C)nc2c1,-0.4,-0.2,1,8,-2,-5,1.5,1,-7,0.9,-8
CN1C(=O)N(C)c2ccc(C=O)c3cccc1c23,-0.1,-0.1,0.4,37,-7,-26,1.0,0.6,5,0.6,20
CC(=O)Nc1ccc(C)cc1NC(C)=O,0.0,1.2,1,0,-3,8,1.6,1,7,1,2
O=C(Nc1ccc(F)cc1)c1ccccc1F,0.3,0.1,0.9,8,-1,·,-0.4,0.8,-13,0.9,6
COC(=O)CC(NC(=O)c1ccco1)c1cccc2ccccc12 (stereo unspecified),-0.3,0.1,0.9,17,3,·,0.1,0.9,6,0.8,3
O=C(O)c1ccccc1SCC(=O)N1c2ccccc2Sc2ccccc21,-0.2,1.4,1,8,-7,-3,11*,0.9,-10,0.9,9
CCc1nnc(NC(=O)CSc2nc(C)c3c(c2C#N)CCCC3)s1,-0.3,-3.2,1,3,-1,·,3.0,1,-16,1,-1
O=C(Nc1ccon1)c1ccc2c(c1)OCO2,0.9,1.8,0.9,8,-1,-13,-0.5,0.9,-8,0.9,6
COC(=O)c1ccccc1NC(=O)c1ccco1,-0.4,2.2,1.1,1,0,26,1.6,1.1,-16,1,2
Cc1c([N+](=O)[O-])c([N+](=O)[O-])nn1CC(=O)N1CCOCC1,-0.1,-0.3,1,4,-2,-6,0.5,1.1,-14,1,4
Cc1ccccc1S(=O)(=O)c1c(C)cc(C)n(C)c1=O,-0.1,-0.7,0.8,16,2,-11,0.9,0.9,0,0.8,3
Cn1cnc2c(NCc3ccco3)ncnc21,-0.2,-0.6,1,9,-5,11,3.3,1.1,-1,0.9,3
# The results go on.
SMILES,Hsp70 activator,DTT redox prof,PMI act satM6P,Diaphorase inh,L major viab,S1P3 antag,RAM network inh,PMI act,TLR4-MyD88 BLA,Diaph act CS,G6PDH CS
CS(=O)(=O)N1CCN(C(=O)NC2CCCCC2)CC1,-0.3,-0.4,1.1,-2,-4,-1,1.3,1,2,1,7
C=CCn1c(Cc2cccs2)nnc1SCC(=O)Nc1cccc(OC)c1,0.4,0.4,0.9,17,-1,-32,1.4,0.9,-7,0.8,2
COc1ccc(CCn2c(=O)c3cccnc3n(Cc3cccc([N+](=O)[O-])c3)c2=O)cc1OC,-0.1,0.1,0.9,14,13,-22,0.8,1,-17,0.9,8
CC1CCN(CCCCOc2ccccc2-c2ccccc2)CC1,-0.1,0.5,1.1,11,99*,-5,-1.2,1,-7,0.9,-2

# Sorted by molar mass (low to high): 3 of the compounds above
SMILES,Hsp70 activator,DTT redox prof,PMI act satM6P,Diaphorase inh,L major viab,S1P3 antag,RAM network inh,PMI act,TLR4-MyD88 BLA,Diaph act CS,G6PDH CS
Cn1cnc2c(NCc3ccco3)ncnc21,-0.2,-0.6,1,9,-5,11,3.3,1.1,-1,0.9,3
CS(=O)(=O)N1CCN(C(=O)NC2CCCCC2)CC1,-0.3,-0.4,1.1,-2,-4,-1,1.3,1,2,1,7
C=CCn1c(Cc2cccs2)nnc1SCC(=O)Nc1cccc(OC)c1,0.4,0.4,0.9,17,-1,-32,1.4,0.9,-7,0.8,2
